APP 5'UTR act = APP 5'UTR luciferase reporter activation; SH-SY5Y APP 5'UTR luciferase reporter, luminescence; zero percent = DMSO vehicle wells; activation, % at 2 µM; 190,000 compounds, 1% hits;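 active = activation above a set limit, based on mean plus 3 SD of controls, cut at about 140% in these data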; also: values of inactives mirror those of a sister screen read the other way
PMI activator = increases human mannose-6-phosphate isomerase activity; P34949; purified human PMI, coupled resazurin fluorescence, 20 min; stronger effect = higher value; 1 = vehicle control, 0 substrate-free wells; activation factor at 20 µM; 190,000 compounds, 0.005% hits; AID 1214;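 active = activation factor of 2 or more at 20 µM, relative to plate controls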
Target sequence (P34949 whole entry, looked up): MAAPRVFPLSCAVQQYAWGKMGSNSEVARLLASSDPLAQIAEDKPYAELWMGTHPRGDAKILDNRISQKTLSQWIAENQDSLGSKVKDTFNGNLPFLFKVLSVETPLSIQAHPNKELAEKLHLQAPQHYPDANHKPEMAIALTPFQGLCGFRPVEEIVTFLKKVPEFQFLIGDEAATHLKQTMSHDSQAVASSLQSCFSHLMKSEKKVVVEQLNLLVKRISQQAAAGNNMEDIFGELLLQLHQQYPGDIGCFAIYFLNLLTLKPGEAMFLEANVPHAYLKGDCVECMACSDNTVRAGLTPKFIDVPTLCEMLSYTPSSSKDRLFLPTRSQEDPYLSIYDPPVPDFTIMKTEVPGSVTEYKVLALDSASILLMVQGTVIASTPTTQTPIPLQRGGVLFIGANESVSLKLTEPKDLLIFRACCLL
TNAP inh noacc = TNAP (human) inhibition, acceptor-free conditions; inhibition, % at 20 µM; P05186; purified TNAP, CDP-star luminescence, 30 min; 200,000 compounds, 0.26% hits;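 active = tissue-nonspecific alkaline phosphatase inhibition above about 50% at 20 µM in the single-dose screen, limit read from the data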;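 also: 0% = DMSO negative control and 100% = EDTA positive control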
Target sequence (P05186 whole entry, looked up): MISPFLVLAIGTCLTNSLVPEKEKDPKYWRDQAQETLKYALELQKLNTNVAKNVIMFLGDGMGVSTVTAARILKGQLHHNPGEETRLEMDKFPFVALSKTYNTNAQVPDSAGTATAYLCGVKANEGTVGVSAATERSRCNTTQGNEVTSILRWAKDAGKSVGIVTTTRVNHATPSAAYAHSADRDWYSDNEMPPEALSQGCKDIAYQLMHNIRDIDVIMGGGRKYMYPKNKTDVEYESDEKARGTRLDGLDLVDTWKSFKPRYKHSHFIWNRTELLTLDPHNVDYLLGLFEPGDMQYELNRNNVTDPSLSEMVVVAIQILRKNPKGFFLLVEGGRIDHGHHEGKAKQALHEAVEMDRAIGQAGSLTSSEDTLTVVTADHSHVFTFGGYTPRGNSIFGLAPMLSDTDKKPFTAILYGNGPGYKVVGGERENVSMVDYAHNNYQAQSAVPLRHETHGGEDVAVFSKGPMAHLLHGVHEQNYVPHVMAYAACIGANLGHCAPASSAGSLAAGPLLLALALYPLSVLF
TNAP inh hi DEA = inhibitors of human TNAP at high phosphate acceptor concentration | P05186 | purified TNAP, CDP-star luminescence, 1 M DEA | inhibition, % at 20 µM | 200,000 compounds, 0.03% hits | AID 1135;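 active = over 50% inhibition of tissue-nonspecific alkaline phosphatase at 20 µM in the single-dose screen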;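 also: plate controls were DMSO wells for no effect and EDTA-quenched wells as full inhibition for full effect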
FLuc inh counter = Photinus pyralis luciferase inhibition counter-screen. P08659. ATPLite firefly luciferase biochemical luminescence, 10 min. inhibition, % at 10 µM. 200,000 compounds, 1.5% hits;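 active = inhibition above about 50% when tested at 10 µM, limit read from the data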
TNAP act hi DEA = TNAP (human) activation, high acceptor. P05186. purified TNAP, CDP-star luminescence, 1 M DEA, 30 min; stronger effect = higher value; 0 = EDTA background, 1 = DMSO-only activity. activation factor at 20 µM. 200,000 tested, under 10 active;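 active = activation factor at least 2 at 20 µM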
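Dosing: 20 µM single point. System: human TNAP. Amount: TNAP 1/800 final. Incubation: 30 min, room temperature. Read-out: TNAP activation factor scaled between EDTA and DMSO control wells. Signal: luminescence from CDP-star hydrolysis. Medium: 1 M DEA, pH 9.8, Mg2+, Zn2+. Control set: EDTA negative control, DMSO positive control.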
PMI act hi M6P = activators of human phosphomannose isomerase at near-saturating mannose 6-phosphate | P34949 | coupled PMI enzyme assay, resazurin fluorescence, 20 min; stronger effect = higher value; 1 = untreated enzyme, 0 = substrate-free blank | activation factor at 20 µM | 190,000 compounds, 0.34% hits | AID 1216;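 active = activation factor of 2 or more at 20 µM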
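Test system: human phosphomannose isomerase with PGI, G6PDH, diaphorase coupling enzymes; amount: 15 ng/mL PMI; incubation: enzyme reaction with compound 20 min at room temperature; technique: resorufin fluorescence (Ex 544/Em 590 nm) from resazurin via diaphorase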
bIAP activator = increases bovine intestinal alkaline phosphatase activity. purified bovine IAP, CDP-star luminescence, 30 min; stronger effect = higher value; fold of DMSO-control signal, blank-subtracted. AID 1016. 200,000 compounds, 0.17% hits. activation factor at 20 µM;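 active = activation factor of 2 or more at 20 µM, a signal rise over negative controls twice the positive control's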
NF-kB neuron act = NF-kB expression increase, human neuronal cells | fold change at 12.5 µM | AID 1239 | NF-kB reporter expression; stronger effect = higher value | 190,000 compounds, 1.6% hits; in the data active = fold change above about 3.3
FLuc stim CS = affects firefly luciferase, flagging false hits in luciferase stimulation screens; 200,000 tested, under 10 active; AID 1027; ATPlite luciferase biochemical, luminescence, 10 min; 0 = ATP-free wells, 1 = DMSO control; activation factor at 10 µM;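 active = luciferase activation factor, scaled between plate controls, of at least 2 with compound at 10 µM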
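test system = cell-free luciferase reagent | medium = PBS as buffer for the ATP substrate | dosing = test compounds dosed from 2 mM stocks in 100% DMSO | incubation = 10 min at ambient temperature | detection = luminescence measurement of luciferase light output | benchmarks = low control with PBS replacing ATP, high control enzyme plus ATP without compound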
Active calls of the source: *. This is a random part of the collection, and some 3.6% of all compounds hit somewhere here.

The first 3 entries, ahead of the listing:
#	mol	PMI activator	TNAP inh hi DEA	APP 5'UTR act	TNAP inh noacc	bIAP activator	FLuc inh counter	PMI act hi M6P	TNAP act hi DEA	FLuc stim CS	NF-kB neuron act
1	Nc1ccc(C(=O)OC2CCOC2=O)cc1[N+](=O)[O-] (stereo not drawn)	0.9	5	13	2	1	-3	1	1	1	1.3
2	CCOC(=O)C1CCN(Cc2cc(=O)n3c(-c4ccccc4)csc3n2)CC1	1	1	-13	-13	1	-1	0.9	1	1	0.98
3	COCCCN1C(=O)c2ccc(C(=O)Nc3ccc(OC)cc3OC)cc2C1=O	1	-4	4	-10	0.9	-4	0.9	1	1	1.2

The list itself, repeating the preview:
#	mol	PMI activator	TNAP inh hi DEA	APP 5'UTR act	TNAP inh noacc	bIAP activator	FLuc inh counter	PMI act hi M6P	TNAP act hi DEA	FLuc stim CS	NF-kB neuron act
1	Nc1ccc(C(=O)OC2CCOC2=O)cc1[N+](=O)[O-] (stereo not drawn)	0.9	5	13	2	1	-3	1	1	1	1.3
2	CCOC(=O)C1CCN(Cc2cc(=O)n3c(-c4ccccc4)csc3n2)CC1	1	1	-13	-13	1	-1	0.9	1	1	0.98
3	COCCCN1C(=O)c2ccc(C(=O)Nc3ccc(OC)cc3OC)cc2C1=O	1	-4	4	-10	0.9	-4	0.9	1	1	1.2
4	CCCCOc1ccc(-c2nnn(C(C)C(=O)OCC)n2)cc1 (stereo not drawn)	0.9	1	-5	-1	0.9	-5	0.9	1	1	1.1
5	O=C(CSc1nnc(-c2ccc(Cl)cc2)n1CC1CCCO1)NC1CCS(=O)(=O)C1 (stereo not drawn)	1.1	3	2	-7	1	-4	1.1	1	1	0.97
6	Cc1ccc(-n2c(Cc3cccn3C)nnc2SCC(=O)N2CCN(c3ccccc3)CC2)cc1	0.8	-5	22	-13	0.9	-4	0.9	1.1	1	1.1
7	C(=N\n1cnnc1)/c1nc2ccccc2[nH]1	1	3	0	-2	1	-6	1	1	1.1	0.92
8	O=S(=O)(c1ccc(OCC(O)CN2CCC(Cc3ccccc3)CC2)cc1)N1CCOCC1 (stereo not drawn)	1	-2	-1	-2	1.6	-2	0.9	1	1	0.76
9	CC(C)(C)c1ccc(C(=O)NNc2cc(N3CCOCC3)nc(N3CCOCC3)n2)cc1	0.9	2	-16	-4	1.1	2	0.5	1	1	0.85
10	N=C1C(c2nc3ccccc3[nH]2)=C(O)CN1c1ccc(F)cc1	1	-10	10	-19	1.6	8	1.1	1.1	0.9	2
11	O=C(C1=C[C@@H](C2CC2)C[C@@H](OCCCCO)O1)N1CCN(Cc2ccc3c(c2)OCO3)CC1	1	-2	4	3	1.4	1	1	1	1	0.91
12	CC(C)(CCl)C(=O)Nc1ccc(Sc2ccc(F)cc2)cc1	0.9	-5	14	-5	0.8	0	1	1.1	1	0.78
13	COc1ccccc1N1CCN(S(=O)(=O)c2ccccc2)CC1	0.8	5	2	-4	0.9	2	0.9	0.9	1	1.1
14	O=C(N1CCOCC1)n1cnc2ccccc21	0.9	-2	17	-8	0.9	-4	0.9	1	1	1.2
15	COc1cccc(C2C(C(N)=O)=C(C)Nc3nc(CCCO)nn32)c1OC (stereo not drawn)	1.1	-5	-22	-8	0.8	-8	1.1	1.1	1.1	0.93
16	CCOC(=O)C1CCCN(C(=O)c2cccs2)C1 (stereo not drawn)	1	-5	-13	-10	1.1	-2	1	1.1	1	1.2
17	CCCn1c(C)cc(-c2csc(N)n2)c1C	1.4	6	0	-7	0.9	0	1.8	0.9	1	1
18	CCC(C)NS(=O)(=O)c1ccc(OCC(=O)Nc2ccc3c(c2)OCO3)cc1 (stereo not drawn)	1.1	-10	-19	4	0.9	-5	1.2	1.1	1	1.3
19	O=C(CC(NS(=O)(=O)c1ccc(Cl)cc1)c1ccco1)NCc1ccco1 (stereo not drawn)	0.9	-6	1	-10	1.1	0	0.9	1.1	1	1.2
20	O=c1nc2ccccc2c2n1CC(CN1CCN(c3cccc(Cl)c3)CC1)N2 (stereo not drawn)	1	-1	12	-3	0.9	-12	1	1	1.1	0.85
21	O=C(NCCN1CCOCC1)c1ccc2c(c1)N(Cc1c(F)cccc1Cl)C(=O)c1ccccc1S2	0.8	2	-2	-2	1.3	0	0.9	1	1	1.1
22	Cc1ccc(CC(=O)NCc2cccnc2)cc1	0.9	-1	-10	-5	1.1	-5	0.9	1	1	1.1
23	O=C(NNc1cccc(Cl)n1)c1ccccc1CC[N+](=O)[O-]	1	-6	1	-23	1.1	-5	0.9	1.1	1.1	0.92
24	Cc1cc(C)c(-c2noc(C(=O)OC(C)(C)C)c2C(=O)OC(C)(C)C)c(C)c1	0.9	-1	-2	-7	0.9	-1	0.9	1	1	1.3
25	Cc1ccc(NC(=O)NC2C(NC(=O)Nc3ccc(C)cc3)N(C)C(=O)N2C)cc1 (stereo not drawn)	0.9	-8	14	-14	0.9	-5	1.1	1.1	1.1	1.1
26	CCOc1ccc(C2=[N+]([O-])C(C)(C)N(O)C2(C)C)cc1	1	-8	8	-11	1	-3	1	1.1	1	1.5
27	S=C(Nc1ccccn1)c1ccccn1	0.5	1	71	0	1.6	32	0.6	1	0.7	20*
28	Cc1nn(-c2ccc(F)cc2)c(Cl)c1/C=C/C(=O)OCC(=O)Nc1ccc(F)cc1F	1	5	8	-11	1.1	-6	1	1	1.1	1.2
29	Cc1ccc(Oc2c(C(N)=O)cc([N+](=O)[O-])cc2[N+](=O)[O-])cc1	0.9	4	-10	2	0.9	0	0.8	1	1	0.71
30	O=C(CN1C2CCC1CC(NC(=O)Nc1ccccc1)C2)NCc1ccco1 (stereo not drawn)	0.9	-4	10	-15	1.1	-2	0.9	1	1	0.93

An excerpt from above in order of formula weight, ascending:
#	mol	PMI activator	TNAP inh hi DEA	APP 5'UTR act	TNAP inh noacc	bIAP activator	FLuc inh counter	PMI act hi M6P	TNAP act hi DEA	FLuc stim CS	NF-kB neuron act
14	O=C(N1CCOCC1)n1cnc2ccccc21	0.9	-2	17	-8	0.9	-4	0.9	1	1	1.2
17	CCCn1c(C)cc(-c2csc(N)n2)c1C	1.4	6	0	-7	0.9	0	1.8	0.9	1	1
25	Cc1ccc(NC(=O)NC2C(NC(=O)Nc3ccc(C)cc3)N(C)C(=O)N2C)cc1 (stereo not drawn)	0.9	-8	14	-14	0.9	-5	1.1	1.1	1.1	1.1

Additional entries
#	mol	PMI activator	TNAP inh hi DEA	APP 5'UTR act	TNAP inh noacc	bIAP activator	FLuc inh counter	PMI act hi M6P	TNAP act hi DEA	FLuc stim CS	NF-kB neuron act
31	O=c1c2cnn(-c3ccccc3)c2nc(-c2cccs2)n1-c1ccc(Cl)cc1	1	0	21	4	0.9	-6	1	1	1.1	1.2
32	CC(C)(C)c1ccc(-c2n[nH]c(=S)n2CC2CCCO2)cc1 (stereo not drawn)	1	0	8	-9	1	5	0.9	1	1	1.1
33	COc1ccc(C(=O)Nn2cnc3ccccc3c2=O)c(OC)c1	0.9	1	26	-8	1.1	8	0.9	1	0.9	1.9
34	N#CCC(=O)N1CCCCCC1	1.1	-3	19	-10	0.7	-9	1.1	1	1.1	1.1
35	CCS(=O)(=O)Nc1ccc2c(c1)OCO2	0.9	-6	1	-7	1	-6	0.7	1.1	1.1	1.1
36	O=C(c1ccccc1[N+](=O)[O-])N1CCc2ccccc2C1	1	-2	-5	-2	1	-5	0.9	1	1	1.1
37	CC(C)c1onc(C(=O)NCc2ccccn2)c1[N+](=O)[O-]	1.1	-2	-6	2	1.1	-8	1	1	1.1	0.99
38	CC1(C)C(c2ccccc2)=[N+]([O-])CN1O	1	-5	8	-8	0.9	-4	1	1	1	1.1
39	S=C(NCc1cccs1)NCC1CCCO1 (stereo not drawn)	0.9	-8	9	-10	1	-4	0.9	1.1	1	1.4
40	COc1ccccc1NC(=O)CSc1nnc(-c2ccncc2)o1	0.8	-4	18	-14	0.9	0	0.9	1	1	1.1
41	Cc1cccc(N2CCN(S(=O)(=O)c3cccc4nonc34)CC2C)c1 (stereo not drawn)	0.8	-1	0	0	1	-4	0.7	1	1	1
42	CN(C)c1ccnc(Nc2ccc(O)cc2)c1C#N	1.1	-6	10	-42	0.9	-7	1	1.1	1.1	0.95
43	Cc1cc(C)n(-c2nc3ccccc3nc2N2CCN(C(=O)c3ccc(Cl)cc3)CC2)n1	0.9	-8	3	-4	0.9	-8	0.9	1.1	1.1	0.96
44	O=C(/C=C/c1cccc([N+](=O)[O-])c1)Nc1ccc(NC(=O)c2cccs2)cc1	0.9	6	1	-9	1	-3	1.1	0.9	1	1.1
45	Cc1ccc(-c2nnc(SCC(=O)NC3CCCc4ccccc43)n2N)cc1 (stereo not drawn)	0.9	0	15	-12	0.9	-2	0.9	1	1	1
46	COC(=O)[C@H]1C[C@@H]1[C@H](NS(=O)(=O)c1ccccc1)c1ccccc1	0.9	-2	12	-12	0.8	-2	0.9	1	1	1
47	Cc1nnc(SCCn2c(Br)nc3c2c(=O)[nH]c(=O)n3C)s1	1	-5	-2	9	1	-9	1.1	1.1	1.1	1
48	O=C(Nc1ccccc1Cl)c1ccccc1Cl	0.9	-4	12	-7	0.9	1	0.9	1	1	1.3
49	CC1CCc2ccccc2N1C(=O)c1cccs1 (stereo not drawn)	0.9	-6	11	-8	0.9	-11	0.9	1.1	1.1	1.1
50	O=C(NCCC1=CCCCC1)c1ccc(Br)o1	1	-7	26	-16	0.9	2	1	1.1	1	1.6
51	COc1ccc(C2C(C(C)=O)=C(Nc3ccccc3)CC(C)(O)C2C(C)=O)cc1OC (stereo not drawn)	0.8	-2	-5	-5	0.5	-2	0.8	1	1	0.91
52	CCCC(=O)NC(C)C(c1cccs1)N1CCN(c2ccccc2)CC1 (stereo not drawn)	1	1	4	-7	0.8	-3	0.9	1	1	1.2
53	CCCC(=O)Nc1ccc(C(=O)N/N=C/c2ccc[nH]2)cc1	1.4	3	-23	-9	1	-2	1.1	1	1	6.8*
54	CCOc1ccccc1N1C(=O)c2cccnc2C1=O	1	-1	-9	-14	1	-4	1	1	1	0.97
55	CC(/C=N\NC(=O)Cn1c(C)nc2ccccc21)=C\c1ccccc1	0.9	-3	-8	2	1	-7	0.9	1	1.1	0.81
56	CCOC(=O)C1C(=O)NC(N2CCc3ccccc32)=NC1c1ccccc1 (stereo not drawn)	1	-7	23	-13	1.2	2	1	1.1	1	1.3
57	S=c1nc(-c2ccccc2)n(CCCn2ccnc2)c2c1CCCC2	1	0	15	7	1	-5	1	1	1.1	1
58	O=C(NCCn1cc(SCc2ccc(F)cc2)c2ccccc21)c1c(F)cccc1F	1	4	-8	-4	0.8	0	1	1	1	0.66
59	CCOC(=O)Cc1nn(C)c(=O)c2ccccc12	1	-4	-11	-16	0.9	-6	1	1	1.1	0.84

Compound activity as filed in PubChem BioAssay.
